# GPR151 activ: activates the human receptor GPR151 | PathHunter beta-arrestin GPR151 cells, luminescence | activation, % at 11.2 µM | actives 1% (n = 650,000); in the data active = activation above about 4.9%;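 note: 0% = median of compound wells and 100% = cells with positive control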
# Target sequence (Q8TDV0 whole entry, looked up): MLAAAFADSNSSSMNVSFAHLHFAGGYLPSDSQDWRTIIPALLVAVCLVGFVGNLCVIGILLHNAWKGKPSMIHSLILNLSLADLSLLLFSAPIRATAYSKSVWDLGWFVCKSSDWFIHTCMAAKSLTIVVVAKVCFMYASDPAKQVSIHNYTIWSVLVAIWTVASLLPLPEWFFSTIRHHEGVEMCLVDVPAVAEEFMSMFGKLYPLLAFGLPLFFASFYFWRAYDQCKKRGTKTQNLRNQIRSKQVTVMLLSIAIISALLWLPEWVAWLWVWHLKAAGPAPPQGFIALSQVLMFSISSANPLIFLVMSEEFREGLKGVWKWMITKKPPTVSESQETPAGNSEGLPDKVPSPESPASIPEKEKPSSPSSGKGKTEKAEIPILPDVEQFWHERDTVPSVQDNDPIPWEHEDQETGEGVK
# MITF primary: human MITF inhibition, primary screen; O75030; AlphaScreen MITF homodimerization, bead proximity signal; inhibition, % at 2.6 µM; actives 0.91% (n = 650,000); in the data active = inhibition above about 50%;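 note: 0% = vehicle wells with protein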
# Target sequence (O75030 whole entry, looked up): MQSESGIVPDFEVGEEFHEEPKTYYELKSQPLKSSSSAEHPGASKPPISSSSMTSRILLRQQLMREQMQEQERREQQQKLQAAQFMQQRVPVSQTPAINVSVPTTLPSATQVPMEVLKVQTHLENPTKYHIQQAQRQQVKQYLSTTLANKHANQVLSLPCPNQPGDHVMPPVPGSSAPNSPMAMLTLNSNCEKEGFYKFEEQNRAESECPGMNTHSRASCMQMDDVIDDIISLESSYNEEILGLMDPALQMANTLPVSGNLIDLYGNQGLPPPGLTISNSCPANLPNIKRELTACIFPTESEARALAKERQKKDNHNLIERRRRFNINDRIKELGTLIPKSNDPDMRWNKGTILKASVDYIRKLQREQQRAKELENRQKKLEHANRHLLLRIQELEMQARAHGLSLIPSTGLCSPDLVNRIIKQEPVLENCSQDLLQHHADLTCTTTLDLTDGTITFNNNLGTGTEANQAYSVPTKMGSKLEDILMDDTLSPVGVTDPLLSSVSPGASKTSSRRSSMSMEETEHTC
# FBW7 act: human FBW7 E3 ligase activation, primary screen | AlphaScreen FBW7–phospho-cyclin E peptide binding, activator screen | actives 0.13% (n = 650,000) | normalized activity (activation), % at 26.1 µM; in the data active = normalized activity above about 1.9%;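 note: purified mutant Fbw7 with reduced substrate affinity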
# TEAD-YAP block: TEAD-YAP interaction inhibition; HEK-TIYL cells, TEAD-Gal4/YAP UAS-luciferase luminescence; actives 1.4% (n = 640,000); inhibition, % at 9.12 µM; AID 1259422; in the data active = inhibition above about 32%;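 note: 0% = median of test compound wells and 100% = reference inhibitor wells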
# Numbers without * were called inactive. Rows are unselected. Share with any hit: about 3.4%.
SMILES,GPR151 activ,MITF primary,FBW7 act,TEAD-YAP block
CSc1ccccc1NC(=O)CN(C)CC(=O)Nc1ccccc1N1CCOCC1,1.8,-6,0.1,0
CCCN(C)C(=O)c1cnc2sc3cc(OC)ccc3n2c1=O,-0.1,6,0.3,-20
Cc1ccc(OCC(O)Cn2c[n+](C)c3cc(C)c(C)cc32)cc1 (centres undefined),-0.1,-7,0.1,-1
COC(=O)c1ccccc1NC(=O)COc1ccccc1[N+](=O)[O-],-0.6,1,-0.2,-4
CC(=O)NNc1cc(Cl)ccc1C,-0.3,-3,-0.1,-1
COc1ccc(S(=O)(=O)N2CCOC2CNC(=O)C(=O)NCCc2ccccc2)cc1 (centres undefined),1.1,-1,-0.1,14
CCCNC(=O)c1cc(S(=O)(=O)N2CCC3(CC2)OCCO3)ccc1F,-0.5,0,-0.1,3
O=C1CC(c2cccc(Cl)c2)C(n2cncn2)C(=O)C1C1NCCc2ccccc21 (centres undefined),-1.1,-2,0.0,2
COc1ccc(-c2nc(-c3c(OC)cc(OC)cc3OC)[nH]c2-c2ccc(OC)cc2)cc1,0.2,7,0.7,4
N#CC1=C(N)Oc2n[nH]c(-c3cccc([N+](=O)[O-])c3)c2C1c1ccccc1OC(=O)N1CCOCC1 (centres undefined),0.6,40,0.1,12
O=C(Nc1ccc2c(c1)OCCO2)C(c1ccccc1)N1CCCC1 (centres undefined),-1.6,11,0.2,-3
COc1ccc(N(CC(=O)N2CCN(c3ccccc3OC)CC2)S(C)(=O)=O)cc1OC,0.5,-20,-0.1,2

# Of the compounds above, these contain four or more nitrogen atoms:
SMILES,GPR151 activ,MITF primary,FBW7 act,TEAD-YAP block
CSc1ccccc1NC(=O)CN(C)CC(=O)Nc1ccccc1N1CCOCC1,1.8,-6,0.1,0
O=C1CC(c2cccc(Cl)c2)C(n2cncn2)C(=O)C1C1NCCc2ccccc21 (centres undefined),-1.1,-2,0.0,2
N#CC1=C(N)Oc2n[nH]c(-c3cccc([N+](=O)[O-])c3)c2C1c1ccccc1OC(=O)N1CCOCC1 (centres undefined),0.6,40,0.1,12

# (more compounds)
SMILES,GPR151 activ,MITF primary,FBW7 act,TEAD-YAP block
Cn1nc(C(=O)Nc2cccc(C(F)(F)F)c2)cc1C(=O)Nc1cccc(C(F)(F)F)c1,1.9,15,0.2,9
O=C(Nc1ccc(NC(=O)C(Cl)Cl)cc1)C(Cl)Cl,-1.1,5,0.1,11
NC1CCC[C@@H](NC(=O)c2cccc(-n3cc(NC(=O)Cc4ccccc4)cn3)c2)C1 (some centres undefined),-0.7,-6,-0.1,-2
CC(=O)Nc1ccc(OS(=O)(=O)c2ccc(I)cc2)cc1,0.3,2,0.4,1
O=C(O)CC12CC3CC(C1)CC(n1ncc(Nc4ccc(O)cc4)c(Cl)c1=O)(C3)C2,-0.6,-3,-0.1,-6
CCOCCCNC(=O)CSc1nnc2c3ccccc3nc(C(C)(C)C)n12,0.5,-2,-0.1,-15
Cc1cccc(OC(=O)c2ccccc2)c1,1.4,-5,-0.1,2
Cn1c(=NC(=O)c2ccc(C#N)cc2)sc2cc(F)ccc21,-1.6,6,-0.1,-10
CC(=O)NC(NC(=S)Nc1ccc(C)cc1)C(Cl)(Cl)Cl (centres undefined),-1.1,-9,-0.2,-6
Cn1c(C2COc3ccccc3O2)nc2ccc(-c3cn[nH]c3)cc21 (centres undefined),-0.9,11,0.2,-90
CCOc1cc(/C=C2\C(=O)N(c3ccccc3)N=C2C)ccc1O,1.8,28,0.1,17
COCCNC(=O)C1CCCN(c2nccc(C)n2)C1 (centres undefined),1.4,13,0.0,6
CCOC(=O)Cn1c(COc2ccccc2OC)[n+](C)c2ccccc21,-0.2,5,0.3,6
CN(C)c1nc(N(C)C)nc(N(C#N)CN2C(=O)c3ccccc3C2=O)n1,1.5,12,0.0,-1
O=C(/C=C/c1ccc(F)cc1)NCCc1nc2ccccc2[nH]1,1.1,1,0.5,-13
CSCCC(NC(=O)/C(=C/c1ccc([N+](=O)[O-])cc1)NC(=O)c1ccc(Br)cc1)C(=O)O (centres undefined),0.4,-5,-0.1,-3
O=C(Cn1c(=O)n(-c2ccccc2)c(=O)c2sccc21)NCCc1ccccc1,0.9,2,-0.1,8
CCOC(=O)c1[nH]cnc1C(=O)Nc1ccccn1,-1.0,0,-0.1,24
COc1ccc(C2CC(c3ccccc3C)n3nnnc3N2)cc1 (centres undefined),-0.7,-3,-0.1,0
O=C(CSc1nc2ccccc2[nH]1)Nc1ccc(F)c(Cl)c1,-0.5,-2,-0.1,6
Nc1nc(CSc2nnnn2-c2ccccc2)nc(Nc2ccc3ccccc3c2)n1,1.7,9,0.0,3
Cc1cccc(NC(=O)c2c(C)nn(-c3ccccc3)c2Cl)c1,2.7,2,0.0,-39
CS(=O)(=O)C1=C(O)C(=O)N(CCCC(=O)O)C1c1ccccc1 (centres undefined),-0.5,11,0.9,13
Cn1c(-c2ccc(F)cc2)csc1=Nc1ccccc1,-1.4,33,-0.2,-53
COC(=O)C1=C(O)/C(=C\c2cc(C)n(-c3cc(C)ccc3OC)c2C)N=C1C,1.2,2,0.0,0
CCC(C)Nc1nc(Nc2ccc([N+](=O)[O-])cc2)nc(OC(C(F)(F)F)C(F)(F)F)n1 (centres undefined),-0.8,27,0.1,-9
CC(C)CC(c1nnnn1Cc1ccc(F)cc1)N1CCN(C)CC1 (centres undefined),2.3,8,0.0,3
Cc1cc(C(=O)N2CCN(c3ccc(Cl)cc3)CC2)ccc1[N+](=O)[O-],1.0,16,-0.3,-5
Cc1cc(C)cc(NC(=O)C(=O)NCC2CCCN2S(=O)(=O)c2cccs2)c1 (centres undefined),-3.3,20,1.0,-10
CC(C(=O)Nc1cccc(Cl)c1)N1CCNC(=O)C1 (centres undefined),-1.0,2,-0.2,-3
BrC(=C\c1ccccc1)/C=N/N1CCN(c2ccccn2)CC1,-1.4,23,0.7,-11
N=C1C(c2nc3ccccc3c(=O)[nH]2)=C(O)CN1c1ccc(F)cc1,-0.3,7,0.3,-4
CC(=O)c1cccc(-c2nc(C)cc(NC3CC3)n2)c1,0.0,8,0.0,-82
COc1ccccc1/C=N/n1c(C)cc(C)c(C#N)c1=O,1.9,5,0.2,6
COc1ccc(C(=O)Nc2nnc(C(C)C)s2)cc1[N+](=O)[O-],1.3,-1,0.0,-5
CC(C(=O)Nc1ccccn1)c1ccccc1 (centres undefined),-0.7,2,-0.2,9

# In a second layout: entries from further up
structure: COc1ccccc1/C=N/n1c(C)cc(C)c(C#N)c1=O
  GPR151 activ: 1.9	MITF primary: 5	FBW7 act: 0.2	TEAD-YAP block: 6

structure: Nc1nc(CSc2nnnn2-c2ccccc2)nc(Nc2ccc3ccccc3c2)n1
  GPR151 activ: 1.7	MITF primary: 9	FBW7 act: 0.0	TEAD-YAP block: 3

# A different layout for 5 compounds above:
# Value order: GPR151 activ | MITF primary | FBW7 act | TEAD-YAP block
> CC(C(=O)Nc1ccccn1)c1ccccc1 (centres undefined)
    -0.7 | 2 | -0.2 | 9
> CCC(C)Nc1nc(Nc2ccc([N+](=O)[O-])cc2)nc(OC(C(F)(F)F)C(F)(F)F)n1 (centres undefined)
    -0.8 | 27 | 0.1 | -9
> N=C1C(c2nc3ccccc3c(=O)[nH]2)=C(O)CN1c1ccc(F)cc1
    -0.3 | 7 | 0.3 | -4
> CC(C(=O)Nc1cccc(Cl)c1)N1CCNC(=O)C1 (centres undefined)
    -1.0 | 2 | -0.2 | -3
> Cc1cc(C)cc(NC(=O)C(=O)NCC2CCCN2S(=O)(=O)c2cccs2)c1 (centres undefined)
    -3.3 | 20 | 1.0 | -10

# Next compounds follow.
SMILES,GPR151 activ,MITF primary,FBW7 act,TEAD-YAP block
Oc1ccc(Cl)cc1CNCCCN1CCOCC1,-0.3,29,-0.2,10
COC(=O)C1=C(O)/C(=C/c2ccc(O)cc2)SC1=Nc1ccccc1,0.9,-4,-0.2,-18
COc1ccc(-c2nnc(NC(=O)c3cccc(Cl)c3)s2)cc1,0.9,8,0.1,3
CCCCOc1ccccc1C1Nc2ccccc2NC2=C1C(=O)CC(c1ccccc1)C2 (centres undefined),0.2,-3,0.0,5
NC(=O)c1c(NC(=O)c2ccc([N+](=O)[O-])o2)sc2c1CCN(Cc1ccccc1)C2,2.0,13,0.0,4
CCN1CCN(C(=O)CN(c2cccc(C(F)(F)F)c2)S(C)(=O)=O)CC1,-0.4,-2,0.1,3
Cc1nc2sc(-c3ccccc3)cc2c(=O)[nH]1,-3.9,-1,-0.1,66*
O=C(Nc1nccs1)c1ccccc1NC(=O)C(c1ccccc1)c1ccccc1,3.0,14,0.2,1
COc1ccc(/C(C)=N/NC(=S)NC(C)C)c(OC)c1,1.7,-6,-0.3,-9
COc1ccc(CC(=O)Nc2ccc(Br)cc2C(=O)O)cc1OC,0.1,3,0.1,5
CCOC(=O)c1cnc2ccc(OCC)cc2c1Nc1cc(Cl)ccc1OC,0.1,15,-0.2,0
CCOc1ccc(N(CC(=O)Nc2cccc(F)c2)S(C)(=O)=O)cc1,-0.9,26,-0.1,-7
Cc1ccc(/C=C2\SC(=S)N(C)C2=O)o1,1.9,6,-0.5,12
COc1ccc2c(c1)CC(C(=O)Nc1ccc(-c3cn[nH]c3C)cc1OC(C)C(N)=O)CO2 (centres undefined),1.1,3,0.2,-15
CCCCCOC(=O)CSc1nc2sc3c(c2c(=O)n1-c1ccc(OC)cc1)CCC3,0.9,11,0.1,4
COc1cc(/C=C2/N=C(C3CCCCC3)OC2=O)cc(OC)c1OC,-1.1,-3,-0.1,-4
O=C(Cn1ncn2cccc2c1=O)NCc1cccnc1,-1.2,10,0.0,-1
CC(C)(C)c1cc(N2C(=O)C(=O)/C(=C(/O)c3ccccc3)C2c2ccccc2F)no1 (centres undefined),-1.4,-2,-0.1,2
CSc1cnn(-c2ccccc2)c(=O)c1SC,0.9,7,1.9*,5
CCOC(=O)C1(CC)NC(c2ccc(O)cc2)C2C(=O)N(CC)C(=O)C21 (centres undefined),-0.3,13,-0.1,10
CC(=O)Nc1ccc(NC(=O)c2ccnc(N3CCCC3CO)c2)cc1 (centres undefined),-1.3,11,0.1,5
O=C(CCl)NC(=O)c1cccc([N+](=O)[O-])c1,-0.2,3,0.6,2
O=C(NC(=S)NCc1ccccc1)c1ccccc1F,7.0*,-10,0.3,0
Cc1nc(-c2cncc(Br)c2)cc(N2CCN(C)CC2)n1,2.5,2,-0.1,-11
CCOC(=O)Nc1ccc2c(CSc3nc4nc(C)cc(C)n4n3)cc(=O)oc2c1,-2.0,-8,-0.1,-7
CCOC(=O)c1ccc(NC(=S)N2CCC3(CC2)OCCO3)cc1,1.3,-21,0.6,2
Cc1ccc(OCC(=O)n2nc(C)cc2C)c(Br)c1,1.2,0,-0.1,0
Cc1c(C)n(CC(O)CNc2ccc(Br)cc2)c2ccccc12 (centres undefined),0.6,35,-0.2,-6
CC(C)N(Cc1ccccc1)C(=O)c1ccc([N+](=O)[O-])cc1,2.6,-3,-0.1,5
CC1=C(C(=O)NCc2ccccc2Cl)C2(CCCCC2)OC1=O,2.1,-5,-0.1,-5
Cn1nc(C(C)(C)C)cc1C(=O)Nc1nnc(CCN2CCCCC2)s1,0.9,6,0.3,-3
O=C(Nc1ccc(F)cc1)Nc1nnc(-c2ccccc2I)s1,-1.3,2,0.0,2
CC(=O)Nc1ccc(-n2nnnc2SCC(=O)OC2CCCCC2)cc1,0.7,4,0.0,-3
COCCNC(=O)c1cc(-c2ccc(Cl)cc2)on1,1.0,-4,0.0,-67
O=C1Cc2cc(S(=O)(=O)Nc3ccc(Cl)cc3)ccc2N1,0.0,3,1.3,10
CCOc1cc(/C=N/NC(=O)c2ccccc2Cl)ccc1O,-0.7,18,0.8,9
CCOc1cc2c(cc1OCC)C(c1ccc(OC)c(OC)c1Cl)NCC2 (centres undefined),0.1,3,-0.1,-1
CC1CCN(c2cc(N3CCN(C(=O)c4ccc(F)cc4F)CC3)c([N+](=O)[O-])cc2F)CC1,0.2,-4,-0.1,-6
S=C(Nc1cccnc1)Nc1ccc2cn[nH]c2c1,-2.2,-3,-0.2,-7
COc1ccccc1NC(=O)c1ccc2c(c1)C(=O)N(c1ccccc1C)C2=O,0.3,10,-0.1,1
Cc1ccc(-c2csc(NC(=O)C3CCCCC3C(=O)O)n2)s1 (centres undefined),-0.4,1,-0.1,0
Cn1c(=O)c2nc(SCC(=O)Nc3cccc(F)c3)n(C)c2n(C)c1=O,0.0,13,-0.1,-1
O=C1N[C@@H](Cc2cnc[nH]2)C(=O)N2CCN(Cc3cnn(-c4cccc(Cl)c4)c3)C[C@H]12,0.8,-4,-0.3,-20
CCCCCc1nnc(NC(=O)C(C)C)s1,-0.8,15,0.7,1
CCOC(=O)CSc1nc2c(sc3ccc([N+](=O)[O-])cc32)c(=O)n1Cc1ccccc1,-1.8,19,0.7,-2

# Whole records, looked up by structure:
# Cc1ccc(-c2csc(NC(=O)C3CCCCC3C(=O)O)n2)s1 (centres undefined) in the list: GPR151 activ: -0.4; MITF primary: 1; FBW7 act: -0.1; TEAD-YAP block: 0
# CCOC(=O)CSc1nc2c(sc3ccc([N+](=O)[O-])cc32)c(=O)n1Cc1ccccc1 in the list: GPR151 activ: -1.8; MITF primary: 19; FBW7 act: 0.7; TEAD-YAP block: -2
# CCCCCc1nnc(NC(=O)C(C)C)s1 in the list: GPR151 activ: -0.8; MITF primary: 15; FBW7 act: 0.7; TEAD-YAP block: 1

# Assay outcomes deposited in PubChem by The Scripps Research Institute Molecular Screening Center.
